Compound activity as filed in PubChem.
NR2E3 ag-1 = activates human photoreceptor nuclear receptor NR2E3; Q9Y5X4; GST-NR2E3/biotin-RetCOR TR-FRET, 1536-well; inhibition of corepressor binding, % at 4.78 µM; 0.12% of 320,000 active; AID 2300;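 active = percent inhibition above the cutoff of mean plus 3 SD of all tested compounds, set per screening campaign, cut at about 20% in these data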;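 note: 0% = DMSO wells and 100% = biotin wells as full block of FRET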
Target sequence (Q9Y5X4 whole entry, looked up): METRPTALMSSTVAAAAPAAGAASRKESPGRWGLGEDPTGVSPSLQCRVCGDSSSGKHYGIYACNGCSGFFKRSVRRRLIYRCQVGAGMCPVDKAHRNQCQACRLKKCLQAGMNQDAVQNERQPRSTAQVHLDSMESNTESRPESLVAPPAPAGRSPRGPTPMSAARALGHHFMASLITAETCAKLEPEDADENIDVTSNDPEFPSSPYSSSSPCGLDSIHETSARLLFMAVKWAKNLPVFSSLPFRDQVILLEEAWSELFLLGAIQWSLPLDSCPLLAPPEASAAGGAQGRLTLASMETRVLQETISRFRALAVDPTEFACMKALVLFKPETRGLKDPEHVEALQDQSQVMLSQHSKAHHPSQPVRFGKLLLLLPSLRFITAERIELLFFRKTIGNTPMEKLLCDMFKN
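System: GST-tagged NR2E3 plus biotinylated RetCOR corepressor; Buffer or medium: pH 7.5 Tris-based buffer; Probe or stimulus: RetCOR corepressor, biotinylated, 7 nM; Doses: compound at 4.8 µM, single dose; Schedule: 5 h incubation at 4 °C; Technique: time-resolved FRET; Evaluation: percent inhibition of TR-FRET ratio; Replication: one well per compound, singlicate testing.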
Shn3 3UTR inh = inhibitors of Schnurri-3 3'UTR reporter in osteoblasts | Clone20 osteoblast Shn3 3'UTR firefly luciferase, 24 h | inhibition, % at 12.5 µM | 0.52% of 360,000 active | AID 588674;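 active = mean inhibition of at least 75% with every replicate also reaching 75%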;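 note: 0% = median of neutral control wells and 100% = pilot-screen positive control compound; some compounds past the cut are filed as inactive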
TWEAK-Fn14 inh = TWEAK-Fn14 signaling inhibition | TWEAK-stimulated Fn14 reporter cells, luciferase luminescence, 8 h | inhibition, % at 10 µM | 2% of 360,000 active; in the data active = inhibition above about 50%
CF NFkB inh = cystic fibrosis NF-kB activation inhibition; KKLEB NF-kB-GFP reporter, PAF-induced, GFP fluorescence overnight; inhibition, % at 5 µM; 0.86% of 360,000 active; AID 588850;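 active = at least 50% inhibition at 5 µM, scaled per plate between neutral and stimulator controls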;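 note: PAF is a Pseudomonas aeruginosa culture filtrate used as stimulus; plate controls were PAF-stimulated DMSO wells for no effect and unstimulated DMSO wells for full effect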
Peg3 prom inh = inhibitors of Peg3 promoter; HeLa PEG-Prom luciferase reporter, luminescence, overnight; inhibition, % at 20 µM; 1.7% of 360,000 active;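 active = inhibition of at least 50% at 20 µM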
TRPM1 prom inh = reduces MITF-dependent TRPM1 promoter luciferase signal. SK-MEL-5 TRPM1 promoter luciferase, 24 h. 0.83% of 330,000 active. inhibition, % at 12.5 µM. AID 488899;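 active = mean inhibition across replicates of 60% or more, whatever share of single replicates reaches that level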; note: values of inactives mirror those of a sister screen read the other way
HIF-2a block = HIF-2a inhibition; 786-0 RCC cells HIF-2a reporter, luciferase luminescence, overnight; inhibition, % at 18.8 µM; 0.72% of 360,000 active; AID 624352;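 active = inhibition of the luminescence signal of 40% or more relative to plate controls, in a single-dose primary screen at 18.75 µM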
NR2E3 ag-2 = agonists of human NR2E3 nuclear receptor. Q9Y5X4. CHO-S Gal4-NCOR/VP16-NR2E3 two-hybrid, luciferase. inhibition of corepressor binding, % at 3.98 µM. 0.35% of 360,000 active. AID 602229;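 active = inhibition above the mean of all tested compounds plus 3 SD, cut at about 70% in these data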;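 note: 0% = DMSO with NR2E3 transfected cells and 100% = cells lacking NR2E3 construct; higher means lower luciferase signal from less NR2E3 corepressor binding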
TRAIL sens C8 = caspase-8 TRAIL sensitization; NB7+C8 cells + TRAIL, ATPlite viability luminescence; 1% of 360,000 active; AID 624354; inhibition (viability loss, TRAIL sensitization), % at 10 µM;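 active = compounds causing at least 50% loss of cell viability in the single-dose screen, relative to plate controls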
KKLEB tox = counter-screen for CF NF-kB inhibitors: cytotoxicity | KKLEB CF airway cells viability, ATPlite luminescence, overnight; stronger effect = lower value; cells stimulated with P. aeruginosa culture filtrate | activity change (cytotoxicity), % at 5 µM | 0.36% of 360,000 active;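 active = corrected activity change at or below -50% at 5 µM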
TROY signal inh = TROY signaling inhibition | 0.98% of 360,000 active | inhibition, % at 10 µM | Q293 LMP1-TROYcd NF-kB luciferase reporter, 4 h;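 active = compounds whose plate-normalised and pattern-corrected inhibition of the luciferase reporter signal at the single screening dose is 50% or more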
Starred values were filed as active, the others as inactive; / = not tested or not shown.

Fields – NR2E3 ag-2, NR2E3 ag-1, TROY signal inh, HIF-2a block, CF NFkB inh, TRPM1 prom inh, KKLEB tox, TWEAK-Fn14 inh, Shn3 3UTR inh, TRAIL sens C8, Peg3 prom inh
#1 COCCNC(=O)C(c1ccco1)N(C(=O)Cn1nnc2ccccc21)c1cc(C)ccc1C (stereo not drawn)
  6, 2, -14, 7, -4, -1, 5, -6, 3, -8, 12
#2 CC(Sc1nc(-c2ccccc2)cc(C(F)(F)F)n1)C(=O)N1CCOCC1 (stereo not drawn)
  -4, 0, -9, 11, 0, -9, -2, -2, 13, 2, 14
#3 CCC(C)(C)NC(=O)C(c1ccc(O)cc1)N(CCOC)C(=O)CCC(=O)Nc1nccs1 (stereo not drawn)
  -6, 3, 7, 20, 8, -3, -5, -1, /, 7, 8
#4 COc1ccc(CNS(=O)(=O)CCNCc2ccco2)cc1
  -4, /, -2, 7, -3, -10, 7, 2, -11, -12, -12
#5 Cc1c(C(=O)OCc2nc3ccsc3c(=O)[nH]2)oc2ccccc12
  4, 1, 6, 1, 19, -2, 1, -20, -9, 4, 3
#6 Cc1ccc(Cn2nc(C)c(NC(=O)CCCn3nc(C)c([N+](=O)[O-])c3C)c2C)cc1
  20, 3, -13, 22, -7, 0, 0, -3, 6, 2, 11
#7 Cc1nc(NC(=O)COC(=O)C2=NNC(=O)CC2)c(Cl)cc1Cl
  -14, 1, 6, 25, 10, 6, 0, -10, -14, 0, 13
#8 CCOc1ccc(NS(=O)(=O)c2c(C(=O)N3CCCCCC3)c(C)n(C)c2C)cc1
  -1, -2, 11, 21, 0, 13, -4, -1, -11, -4, -7
#9 CC(C)(C)NC(=O)C(=O)N/N=C/c1ccc(Br)cc1
  1, -2, -8, -46, -1, -3, -14, -14, 6, 29, -69
#10 CC(C)(C)OC(=O)N1CC=C2C(C#N)=C(N)C(C#N)(C#N)[C@H](c3cccnc3)[C@H]2C1
  -1, 5, -3, 6, -1, 15, 4, 6, -11, -10, 8
#11 CCCCSc1nc(SCC(=O)NCc2ccco2)c2c3c(sc2n1)COC(C)(CC)C3 (stereo not drawn)
  -15, 2, 7, 13, -16, 2, -13, -20, 33, 2, 77*
#12 CN(C)C(=O)C1CC(=O)OC12CCCCC2 (stereo not drawn)
  16, -1, -27, 18, -16, -1, -7, 0, 1, -1, 8
#13 COc1ccccc1C(=O)NC1CCCCCCC1
  -51, 5, -55, -160, -18, -22, 1, -18, -31, -3, -90
#14 CCN(CC)S(=O)(=O)c1ccc(N2CCCC2)c(NC(=O)c2c(-c3ccccc3)noc2C)c1
  4, -1, 4, 13, -5, 1, 3, 11, -4, -2, 19
#15 CC1=CC(C)(C)NC(=S)N1c1ccc([N+](=O)[O-])cc1
  -1, /, 3, 10, -26, 14, -18, -4, 8, -17, 20
#16 COc1ccc(CC(=O)OC(C)C(=O)Nc2ccc(Cl)cn2)cc1 (stereo not drawn)
  16, 3, -3, 12, 16, 8, -12, -3, 0, -3, -7
#17 COc1ccc(C2=Nc3ccccc3NC(=O)C2N(CCCn2ccnc2)C(=O)c2cccc(S(C)(=O)=O)c2)cc1 (stereo not drawn)
  -19, /, -1, -23, -28, /, 18, -11, 2, 5, -22
#18 COC(=O)c1cc(OC)c(OC)cc1NC(=O)c1c(-c2ccccc2)noc1C
  -4, -2, 2, -37, -8, 5, 2, -9, 4, 2, 24
#19 COCC(C)n1c(SCC(=O)NC(=O)NCc2ccccc2)nc2ccccc2c1=O (stereo not drawn)
  0, /, -14, 15, -23, 7, 15, -28, 21, -7, 11
#20 CC(NC(=O)C12CC3CC(C1)CC(n1cncn1)(C3)C2)C12CC3CC(CC(C3)C1)C2 (stereo not drawn)
  -16, 2, -5, 14, -9, 4, 1, -12, -7, 6, 13
#21 COCCNC(=O)CN(C(=O)CCC(=O)Nc1nccs1)c1ccc2c(c1)OCO2
  -11, 0, 3, -1, 6, 6, -1, 0, -9, 22, 5
#22 O=C(/C=C/c1ccc(OCCCF)cc1)Nc1ccnc(-c2ccncc2)n1
  -12, 0, 24, -52, -11, -3, 17, 14, -1, 10, -28
#23 Cc1cccc(NC(=O)CCc2nnc3ccc(NCc4ccco4)nn23)n1
  3, 0, -13, 14, 7, 9, -3, 8, -24, 4, 12
#24 Cc1ccc(NC2CCCN(C(=O)c3ccccn3)C2)cc1C (stereo not drawn)
  12, -7, 6, 11, -1, -6, 1, 4, -14, -28, -3
#25 COc1ccccc1/C=C/C(=O)NNC(=O)c1cccs1
  -26, 4, -11, -118, 10, -30, -5, 3, -36, 15, -99
#26 O=C(NCCc1nc2ccccc2[nH]1)C1CCC(=O)N(CCc2cccc(F)c2)C1 (stereo not drawn)
  6, 1, -3, 3, 9, 10, -10, -18, 10, 7, 10
#27 CCOC(=O)COn1c(-c2cccc(Cl)c2)nc2ccc([N+](=O)[O-])cc21
  -92, 3, -4, -352, -33, -83, 5, 9, -59, 6, -209
#28 COC(=O)[C@H](Cc1ccccc1)NC(=O)[C@@H]1C[C@H]1[C@@H](NC(=O)OCc1ccccc1)c1ccccc1
  -18, 3, 6, 19, 23, 5, 1, -1, -20, 1, -2
#29 CCN(CC)CCCN1C=C2C(=O)C(C)(OC(=O)CCC(=O)OC)C(=O)C=C2C=C1C1CC1 (stereo not drawn)
  -15, 7, 15, 11, -1, -13, 9, -8, -8, -6, 4
#30 O=C(CNc1ccccc1)NNC1=NCCC1
  -11, 1, 7, 17, -1, 10, 11, -6, 8, -5, 3

Some of these compounds in order of their number in TWEAK-Fn14 inh, falling:
| entry | Compound | NR2E3 ag-2 | NR2E3 ag-1 | HIF-2a block | CF NFkB inh | TRPM1 prom inh | TWEAK-Fn14 inh | Shn3 3UTR inh | Peg3 prom inh |
| --- | --- | --- | --- | --- | --- | --- | --- | --- | --- |
| 21 | COCCNC(=O)CN(C(=O)CCC(=O)Nc1nccs1)c1ccc2c(c1)OCO2 | -11 | 0 | -1 | 6 | 6 | 0 | -9 | 5 |
| 7 | Cc1nc(NC(=O)COC(=O)C2=NNC(=O)CC2)c(Cl)cc1Cl | -14 | 1 | 25 | 10 | 6 | -10 | -14 | 13 |
| 19 | COCC(C)n1c(SCC(=O)NC(=O)NCc2ccccc2)nc2ccccc2c1=O (stereo not drawn) | 0 | / | 15 | -23 | 7 | -28 | 21 | 11 |

New compounds follow.
Fields – NR2E3 ag-2, NR2E3 ag-1, TROY signal inh, HIF-2a block, CF NFkB inh, TRPM1 prom inh, KKLEB tox, TWEAK-Fn14 inh, Shn3 3UTR inh, TRAIL sens C8, Peg3 prom inh
#31 COCCOC(=O)C1=C(C)N(Cc2ccccc2)C(=O)NC1c1cccc(OC)c1OC (stereo not drawn)
  -1, 0, 3, 23, 2, 10, 0, 5, 19, -15, 11
#32 CN(Cc1ccc([N+](=O)[O-])cc1)c1ccccc1
  -26, /, -20, -10, -15, -5, 21, 5, -3, -3, 16
#33 O=C(NNC(=O)C(c1ccccc1)c1ccccc1)c1cccs1
  -3, 1, -10, 12, 8, -8, -3, 6, 3, -2, 3
#34 CC1CCCC(C)N1CCCNC(=O)c1cc2c(s1)-c1ccccc1OC2 (stereo not drawn)
  -22, 6, -21, -8, 10, 61*, -23, -24, -1, 25, 79*
#35 CC(Sc1ncn[nH]1)C(=O)c1c(N)n(C)c(=O)n(C)c1=O (stereo not drawn)
  25, 1, -10, 10, -6, -2, 6, -9, 10, -11, 5
#36 CN1C(=O)c2ccccc2C(C(=O)O)C1c1cn(C)c2ccccc12 (stereo not drawn)
  -19, -2, 3, 6, 1, 12, -22, 6, 14, -32, 15
#37 OCCCn1c(-c2ccccc2)n[nH]c1=S
  -26, 0, -47, -97, -3, -14, -4, -38, -27, 11, -60
#38 Cc1ccc(/C=N/NC(=O)CSc2nc3ccccc3n2C)s1
  -7, 4, -50, 2, 2, -15, -8, 7, -18, 18, 11
#39 O=C1c2ccccc2CN1CCNC(=S)NC1CCCCC1
  -76, 1, -21, -140, -1, -33, -6, -18, -7, 12, -66
#40 CCN1C(=O)C(=O)N(CC(=O)NC(C)CCc2ccccc2)C1=O (stereo not drawn)
  6, -2, -1, 7, 6, /, 1, 0, 10, -8, 5
#41 COCc1ccc(C(=O)N2CCCC(Nc3ccc(C(C)C)cc3)C2)o1 (stereo not drawn)
  18, 0, -1, -23, 9, -3, 0, -5, -5, -5, -14
#42 CCc1nc2ccc(C(=O)NCCCn3ccnc3)cn2c1N(CC)Cc1cccc(Br)c1
  4, /, 7, 8, -4, /, 1, -7, 10, -25, 2
#43 Cc1ccc(N2C(=O)c3cccc([N+](=O)[O-])c3C2=O)cc1C
  -5, -2, 5, 7, -6, 2, -7, -3, -10, -18, 5
#44 Cc1csc2nc(CN3CCN(CC(=O)N(C)C)CC3)cc(=O)n12
  -1, 1, -3, -1, 4, 9, 7, 13, 1, -7, -2
#45 CCOc1ccc(N=CC2=C(O)CC(c3ccco3)CC2=O)cc1 (stereo not drawn)
  14, -1, 7, -1, 9, 9, 1, -13, -6, -13, 4
#46 CC1(C)Cc2ccccc2C(c2cc3ccccc3oc2=O)=N1
  -9, -1, 3, 23, -5, 0, -3, 24, 0, 5, 30
#47 Cc1c(C(c2cc(O)ccc2Cl)c2c(C)n(C)n(-c3ccccc3)c2=O)c(=O)n(-c2ccccc2)n1C
  18, 2, -3, 10, -8, 9, 0, 2, -6, -6, 10
#48 CCOC(=O)c1cnc2c(C(=O)OCC)cnn2c1N
  -41, -6, -36, -104, 4, /, -10, -1, -7, 13, -78
#49 CCNc1nc(NC(C)C)nc(OCC)n1
  -6, 1, -8, 9, -4, 7, -3, -25, -1, 7, 10
#50 Cc1cc(Nc2ccccc2)c2c([N+](=O)[O-])c(C)cc(C)c2n1
  -19, 0, -19, 6, -9, 8, -12, -43, 17, 1, 18

By substructure, the entries above with a furan ring, fused or not (7)
Fields – NR2E3 ag-2, NR2E3 ag-1, TROY signal inh, HIF-2a block, CF NFkB inh, TRPM1 prom inh, KKLEB tox, TWEAK-Fn14 inh, Shn3 3UTR inh, TRAIL sens C8, Peg3 prom inh
#1 COCCNC(=O)C(c1ccco1)N(C(=O)Cn1nnc2ccccc21)c1cc(C)ccc1C (stereo not drawn)
  6, 2, -14, 7, -4, -1, 5, -6, 3, -8, 12
#4 COc1ccc(CNS(=O)(=O)CCNCc2ccco2)cc1
  -4, /, -2, 7, -3, -10, 7, 2, -11, -12, -12
#5 Cc1c(C(=O)OCc2nc3ccsc3c(=O)[nH]2)oc2ccccc12
  4, 1, 6, 1, 19, -2, 1, -20, -9, 4, 3
#11 CCCCSc1nc(SCC(=O)NCc2ccco2)c2c3c(sc2n1)COC(C)(CC)C3 (stereo not drawn)
  -15, 2, 7, 13, -16, 2, -13, -20, 33, 2, 77*
#23 Cc1cccc(NC(=O)CCc2nnc3ccc(NCc4ccco4)nn23)n1
  3, 0, -13, 14, 7, 9, -3, 8, -24, 4, 12
#41 COCc1ccc(C(=O)N2CCCC(Nc3ccc(C(C)C)cc3)C2)o1 (stereo not drawn)
  18, 0, -1, -23, 9, -3, 0, -5, -5, -5, -14
#45 CCOc1ccc(N=CC2=C(O)CC(c3ccco3)CC2=O)cc1 (stereo not drawn)
  14, -1, 7, -1, 9, 9, 1, -13, -6, -13, 4

The list is partial. The share of hits here may be higher or lower than overall.
